Screens (PubChem)
SENP6 block: SENP6 protease inhibitors, primary screen, biochemical, luminescence, uHTS. Sentrin-specific protease 6 (Homo sapiens), Q9GZR1. Recombinant SENP6 catalytic domain, aminoluciferin luminescence. inhibition, % at 10 µM. 1.8% of 330,000 active. AID 2599, 2010;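 active = inhibition above about 50% at the single tested dose, limit read from the data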;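 also: plate controls were DMSO wells with enzyme for no effect and DMSO wells lacking enzyme for full effect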
SENP7 inh: SENP7 protease inhibitors, primary screen, biochemical, luminescence, uHTS; Sentrin-specific protease 7 (Homo sapiens), Q9BQF6; recombinant SENP7, Z-RLRGG-aminoluciferin luminescence, 40 min; inhibition, % at 5 µM; 1.5% of 330,000 active; AID 434973, 2010;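 active = inhibition above about 50% at the single test dose, limit read from the data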;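 also: plate controls were DMSO with enzyme for no effect and no enzyme buffer wells for full effect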
Apaf-1 inh: inhibitors of human Apaf-1 apoptosome, primary screen, biochemical, DEVD-Rh110 fluorescence, uHTS. inhibition, % at 20 µM. 0.71% of 330,000 active. reconstituted apoptosome caspase-3 activity. AID 489030, 2010; active = inhibition of at least 40% at 20 µM;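 also: plate controls were DMSO wells for no effect and DEVD-CHO caspase inhibitor wells for full effect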
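Material: reconstituted apoptosome with Apaf-1, cytochrome c, caspase-9, procaspase-3, dATP. Technique: Rh110 fluorescence intensity. Buffer or medium: pH 7.5 Hepes buffer with CHAPS, BSA, DTT. Times: 30 min plus 50 min, RT.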
SENP8 block-1: SENP8 protease inhibitors, primary screen, biochemical, luminescence; AID 2540, 2010; inhibition, % at 10 µM; 1.2% of 330,000 active; purified SENP8, Z-RLRGG-aminoluciferin cleavage; Sentrin-specific protease 8 (Homo sapiens), Q96LD8; in the data active = inhibition above about 50%
Target sequence (Q96LD8 whole entry, looked up): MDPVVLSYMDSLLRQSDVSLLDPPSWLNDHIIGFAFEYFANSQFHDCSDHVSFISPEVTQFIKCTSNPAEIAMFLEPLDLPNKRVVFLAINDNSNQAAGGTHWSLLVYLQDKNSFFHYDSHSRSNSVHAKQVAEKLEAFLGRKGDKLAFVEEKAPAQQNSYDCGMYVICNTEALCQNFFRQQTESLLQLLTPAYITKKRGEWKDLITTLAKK
APOBEC3G inh: APOBEC3G DNA deaminase inhibitors, primary screen, biochemical, fluorescence, single-stranded DNA substrate, uHTS. recombinant A3G, ssDNA deamination FAM/TAMRA fluorescence. 0.28% of 330,000 active. DNA dC->dU-editing enzyme APOBEC-3G (Homo sapiens), Q9HC16. inhibition, % at 20 µM;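 active = inhibition of at least 40% at 20 µM, with no more than 30% in the related APOBEC3A deaminase screen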;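 also: plate controls were DMSO wells with A3G for no effect and wells lacking A3G enzyme for full effect; some compounds called inactive have numbers as strong as hits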
Target sequence (Q9HC16 whole entry, looked up): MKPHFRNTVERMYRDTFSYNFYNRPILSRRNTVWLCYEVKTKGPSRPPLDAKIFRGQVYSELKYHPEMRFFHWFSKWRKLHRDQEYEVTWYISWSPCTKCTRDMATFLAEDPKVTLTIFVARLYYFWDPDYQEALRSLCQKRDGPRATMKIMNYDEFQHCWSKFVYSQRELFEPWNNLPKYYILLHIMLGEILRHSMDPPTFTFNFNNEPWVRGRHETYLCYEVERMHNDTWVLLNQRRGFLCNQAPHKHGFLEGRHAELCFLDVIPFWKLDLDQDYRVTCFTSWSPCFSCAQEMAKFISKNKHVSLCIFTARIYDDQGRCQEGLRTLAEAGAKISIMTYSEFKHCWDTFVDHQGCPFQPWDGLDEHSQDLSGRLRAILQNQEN
UBC13 inh: UBC13 polyubiquitin chain formation inhibitors, primary screen, biochemical, TR-FRET, uHTS. inhibition, % at 20 µM. Ubiquitin-conjugating enzyme E2 N (Homo sapiens), P61088. 0.47% of 330,000 active; in the data active = inhibition above about 45%, passing the limit was not always enough
Target sequence (P61088 whole entry, looked up): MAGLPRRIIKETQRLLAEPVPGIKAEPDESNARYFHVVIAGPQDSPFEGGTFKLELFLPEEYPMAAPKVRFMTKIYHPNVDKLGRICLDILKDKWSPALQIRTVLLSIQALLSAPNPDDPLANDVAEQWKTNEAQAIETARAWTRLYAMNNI
SENP8 block-2: human SENP8 protease inhibitors, primary screen, biochemical, fluorescence, Nedd8 protein substrate, uHTS; Sentrin-specific protease 8 (Homo sapiens), Q96LD8; 0.64% of 360,000 active; recombinant SENP8; AID 602440, 2012; inhibition, % at 20 µM; in the data active = inhibition mostly above about 40%, no sharp cut-off; inactive = mostly below about 27%
SENP1 inh: human SENP1 catalytic domain inhibitors, primary screen, biochemical, FRET, uHTS; inhibition, % at 10 µM; recombinant SENP1 catalytic domain, CyPet-SUMO1-YPet FRET cleavage; Sentrin-specific protease 1 (Homo sapiens), Q9P0U3; 0.21% of 360,000 active;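 active = inhibition at least 30% at 10 µM, raw YFP signal under a set limit, fluorescence ratio 0.5 to 1.5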;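 also: 0% = enzyme with DMSO and 100% = no enzyme wells; some results filed as inactive read as strong as hits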
Target sequence (Q9P0U3 419-644 limits assumed): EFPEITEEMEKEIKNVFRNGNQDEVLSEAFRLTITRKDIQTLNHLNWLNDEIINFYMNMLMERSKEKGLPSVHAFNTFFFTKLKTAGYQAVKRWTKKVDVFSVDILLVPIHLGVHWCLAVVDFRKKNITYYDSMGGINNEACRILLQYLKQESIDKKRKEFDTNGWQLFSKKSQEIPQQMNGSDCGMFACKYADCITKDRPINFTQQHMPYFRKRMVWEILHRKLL
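material = recombinant human SENP1 catalytic domain, His6-tagged | quantity = 20 pM enzyme | reagent = 25 nM SUMO1 FRET substrate | compound dosing = 10 µM single point, 0.5% DMSO | timing = 50 min enzyme reaction, room temperature, light-protected | detection = FRET, CFP and YFP emission | control set = no-enzyme low, enzyme-DMSO high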
* = called active by the depositor; · = not tested or not shown. Rows were taken by chance; any-hit rate near 3.6%.

Field names – A = SENP6 block; B = SENP7 inh; C = Apaf-1 inh; D = SENP8 block-1; E = APOBEC3G inh; F = UBC13 inh; G = SENP8 block-2; H = SENP1 inh
> CCc1ccc(-n2c(=O)c3ccccc3n3c(=S)[nH]nc23)cc1
  A: -4; B: 0; C: 6; D: 11; E: 61*; F: 14; G: 16; H: 3

> COc1cc(/C=C/c2nc3ccccc3c(=O)[nH]2)cc(OC)c1OC
  A: -13; B: -3; C: 6; D: 15; E: -6; F: 10; G: -296; H: 4

> Cc1cc(N2CCN(C)CC2)n2nc(-c3ccc(Cl)cc3)nc2n1
  A: 8; B: -4; C: 6; D: -1; E: -1; F: 3; G: 14; H: 1

> COc1ccc(C(O)(C2CCCCC2)C(CN2CCCC2)c2ccccc2)cc1 (stereo unspecified)
  A: -22; B: -5; C: 9; D: -4; E: 3; F: 13; G: 16; H: 0

> CCN(CC)C(=O)CSc1nnc2nnc3cc(C)ccc3n12
  A: -8; B: 1; C: -3; D: 6; E: -6; F: -3; G: -6; H: -34

> COc1ccc(OC)c(NC(=O)COC(=O)/C=C/c2ccco2)c1
  A: 5; B: 2; C: -1; D: 0; E: 4; F: -5; G: 12; H: -1

> COc1ccc(N2C(=O)CC(Sc3nnc(-c4ccccc4F)n3C)C2=O)cc1 (stereo unspecified)
  A: -16; B: 0; C: -4; D: 0; E: 1; F: 0; G: 0; H: 2

> C=CCn1c(COc2ccc(OC)cc2)nc2ccccc21
  A: 23; B: 12; C: 5; D: -13; E: -5; F: 1; G: 8; H: 0

> N#CCN(C(=O)COC(=O)C1CC2CCCC(C1)C2=O)c1ccccc1 (stereo unspecified)
  A: 0; B: -1; C: 2; D: -2; E: 2; F: -2; G: 0; H: 4

> CNS(=O)(=O)c1cccc(C(=O)OCc2cc(Cl)cc3c2OCOC3)c1
  A: -7; B: -4; C: -6; D: 1; E: -8; F: 8; G: 19; H: 2

> CCc1cccc(C)c1NC(=O)CN1C(=O)NC(CCc2ccccc2)C1=O (stereo unspecified)
  A: -6; B: 1; C: 1; D: 1; E: -5; F: 5; G: -2; H: -1

> Cc1[nH][nH]c(=O)c1C=NCc1cccnc1
  A: -13; B: -5; C: 3; D: -12; E: -7; F: -22; G: 9; H: -1

> COc1ccc(CC(=O)N2CCOCC2)cc1OC
  A: -17; B: -2; C: -11; D: -1; E: -3; F: 8; G: 13; H: 0

> CCOC(=O)C1Cn2c(nc3c(c2=O)C2(CCCC2)Cc2ccccc2-3)S1 (stereo unspecified)
  A: -6; B: 2; C: 19; D: 3; E: -4; F: 10; G: -344; H: 4

> CN1/C(=C\C(=O)CSc2nnc(NCc3ccccc3)s2)C(C)(C)c2ccccc21
  A: -26; B: -7; C: 12; D: -9; E: -4; F: -2; G: -30; H: -11

> Cn1c(SCC(=O)Nc2ccc(C(N)=O)cc2)nc2c(c1=O)SCC2
  A: -5; B: -3; C: 0; D: 9; E: -2; F: 18; G: 6; H: -5

> COc1ccc(C(C)=O)cc1COc1cc(C)c(Cl)c(C)c1
  A: 3; B: 0; C: -4; D: 10; E: -2; F: 7; G: 25; H: 3

> Cc1cccc(NC(=O)CN(CC2CCCO2)C(=O)c2cc3ccccc3o2)c1C (stereo unspecified)
  A: -3; B: -10; C: -1; D: -6; E: -9; F: -2; G: -11; H: -5

> O=C(COC(=O)c1cccc(O)c1)c1ccccc1
  A: 85*; B: 87*; C: 3; D: 78*; E: -2; F: -2; G: 2; H: -1

> CCN(CC(=O)Nc1c(C(=O)OC)[nH]c2ccccc12)c1ccc2c(c1)OCO2
  A: 10; B: -1; C: 18; D: -4; E: -3; F: -12; G: 1; H: 1

> Cc1cccc(NC(=O)Cn2nnc(C(=O)Nc3ccc(F)c(Cl)c3)c2N)c1
  A: -3; B: 5; C: -7; D: -6; E: 0; F: -4; G: 7; H: 1

> CCc1cccc(NC(=S)N2CCC(c3ccccc3)C2)c1 (stereo unspecified)
  A: 3; B: 7; C: 2; D: 2; E: -5; F: 6; G: 33; H: 1

> C[C@H](NS(=O)(=O)c1ccc(Cl)c(Cl)c1)C(=O)OCc1cc(=O)n2cc(Br)ccc2n1
  A: -1; B: -1; C: 10; D: 8; E: 8; F: -12; G: -143; H: -3

> O=c1[nH]c(C2CCCN(S(=O)(=O)c3ccccc3)C2)nc2c1nnn2Cc1ccc2c(c1)OCCO2 (stereo unspecified)
  A: 19; B: 0; C: 18; D: 0; E: 1; F: 5; G: 14; H: 2

> O=C(CSc1nnnn1C1CCCC1)Nc1ccc2c(c1)OCCO2
  A: -4; B: -10; C: -4; D: -6; E: -3; F: 0; G: 7; H: -2

> CCCCCCCC#Cc1ccccc1/C=N/S(=O)c1ccc(C)cc1 (stereo unspecified)
  A: -20; B: -10; C: 29; D: -12; E: 61*; F: -13; G: ·; H: ·

> CC(C)COC(=O)N1C[C@H](O)C[C@H]1C(=O)Nc1ccc(Cl)cc1
  A: 11; B: 5; C: 5; D: 0; E: -4; F: 3; G: 6; H: -4

> Cc1ccc(S(=O)(=O)N(C)CC(=O)N2CCCCCCC2)cc1
  A: -16; B: -1; C: -5; D: 0; E: -5; F: 6; G: 1; H: -1

> Cn1c2ccccc2c2nnc(SCC(N)=O)nc21
  A: -19; B: -9; C: 2; D: 2; E: -7; F: -12; G: 7; H: 0

> CC(C)C1N=C2c3ccccc3N=C(SCC(=O)NCCc3ccc(S(N)(=O)=O)cc3)N2C1=O (stereo unspecified)
  A: 13; B: 18; C: -1; D: 3; E: 1; F: 0; G: -306; H: -5

Ordered by value in UBC13 inh (low to high): five of the compounds above
compound,SENP6 block,SENP7 inh,APOBEC3G inh,UBC13 inh,SENP1 inh
CCCCCCCC#Cc1ccccc1/C=N/S(=O)c1ccc(C)cc1 (stereo unspecified),-20,-10,61*,-13,·
Cc1cccc(NC(=O)Cn2nnc(C(=O)Nc3ccc(F)c(Cl)c3)c2N)c1,-3,5,0,-4,1
CC(C)C1N=C2c3ccccc3N=C(SCC(=O)NCCc3ccc(S(N)(=O)=O)cc3)N2C1=O (stereo unspecified),13,18,1,0,-5
CC(C)COC(=O)N1C[C@H](O)C[C@H]1C(=O)Nc1ccc(Cl)cc1,11,5,-4,3,-4
Cc1ccc(S(=O)(=O)N(C)CC(=O)N2CCCCCCC2)cc1,-16,-1,-5,6,-1

Remaining list, next part:
Field names – A = SENP6 block; B = SENP7 inh; C = Apaf-1 inh; D = SENP8 block-1; E = APOBEC3G inh; F = UBC13 inh; G = SENP8 block-2; H = SENP1 inh
> CC(C)OCCCNC(=O)Cc1ccc(Br)cc1
  A: 0; B: 9; C: -5; D: 0; E: -6; F: -5; G: 7; H: 2

> CCOC(=O)c1cc(C(O)(C(F)(F)F)C(F)(F)F)c(/N=C/N(C)C)o1
  A: 2; B: -11; C: -1; D: -8; E: -3; F: -8; G: 11; H: 1

> CCN(CC)c1ccc(/C=N/OCC(=O)Nc2cccc(C)c2)cc1
  A: -12; B: 7; C: 21; D: -3; E: -2; F: 6; G: -271; H: 7

> CCOC(=O)C1=C(C)N(Cc2ccccc2)C(=O)NC1c1ccccc1OS(=O)(=O)c1ccccc1[N+](=O)[O-] (stereo unspecified)
  A: -2; B: -7; C: 3; D: 4; E: -8; F: -3; G: 3; H: 2

> Cc1ccc(NC(=O)c2cccnc2C(=O)O)nc1
  A: -25; B: 5; C: -2; D: -4; E: -8; F: 4; G: 11; H: 0

> COc1ccc(-c2cc(C(=O)N3CCN(c4ccccc4)CC3)c3ccccc3n2)cc1
  A: -3; B: 1; C: 16; D: 0; E: 0; F: 1; G: -408; H: -1

> Oc1ccccc1/C=N/NC(=S)NC1CC2CC1C1C=CCC21 (stereo unspecified)
  A: 25; B: 1; C: 8; D: 17; E: -4; F: 19; G: -72; H: -69

> CCN1CCN(C(=O)c2sc3ncnc(N4CCc5ccccc5C4)c3c2C)CC1
  A: 8; B: -3; C: -9; D: -2; E: -5; F: 8; G: -11; H: 0

> COC(=O)c1ccc(CSc2nc3c(cnn3-c3ccc(C)c(C)c3)c(=O)[nH]2)o1
  A: -7; B: -11; C: 23; D: -4; E: -5; F: -20; G: 13; H: -1

> CC(C)Sc1nc2ccccc2[nH]1
  A: -4; B: -2; C: -7; D: -9; E: -15; F: 12; G: 5; H: 1

> N/C(Cc1ccc([N+](=O)[O-])cc1)=N\OC(=O)C(c1ccccc1)c1ccccc1
  A: -4; B: 13; C: 8; D: -8; E: -10; F: -1; G: 14; H: 3

> COCC(C)n1c(SCC(=O)Nc2oc(C)c3c(C)n[nH]c(=O)c23)nc2ccccc2c1=O (stereo unspecified)
  A: -11; B: 12; C: -9; D: -10; E: -10; F: -8; G: -6; H: 0

> COCCN(C(=O)c1ccccc1Oc1ccccc1)c1c(N)n(CC(C)C)c(=O)[nH]c1=O
  A: -15; B: -5; C: -2; D: -6; E: -7; F: 1; G: -1; H: -1

> COc1cc(/C=C2\SC(=S)N(C(C(=O)O)c3ccccc3)C2=O)ccc1O (stereo unspecified)
  A: -18; B: -2; C: -11; D: -10; E: -3; F: -38; G: 26; H: -47

> Cc1cc(NC(=O)CSc2nc(Cc3ccc(O)cc3)c(C)[nH]2)no1
  A: -4; B: -13; C: 7; D: -6; E: -5; F: -6; G: 2; H: 1

> Cc1ccc(C(=O)NNC(=O)C2CCN(S(=O)(=O)c3ccc(C)cc3)CC2)cc1
  A: -8; B: -3; C: -12; D: -1; E: 6; F: 2; G: -6; H: -1

> COC(=O)C1=NN(C(C)(C)CC(C)=O)C2C(=O)N(C3CCCCC3)C(=O)C12 (stereo unspecified)
  A: -1; B: 2; C: -17; D: -1; E: -5; F: 10; G: -20; H: 3

> O=C(CSc1nnc2ccccn12)NCCN1C(=O)CSC1=O
  A: 2; B: 3; C: 8; D: 3; E: 6; F: -6; G: 0; H: 1

> O=C1Nc2ccc([N+](=O)[O-])cc2OC1CCN1CCOCC1 (stereo unspecified)
  A: -5; B: -7; C: -7; D: -10; E: -4; F: -28; G: -20; H: -36

> CC(=O)Nc1cccc(C(=O)OC(C)C(=O)NC2CCCc3ccccc32)c1 (stereo unspecified)
  A: 13; B: -8; C: 0; D: -4; E: -5; F: 3; G: -2; H: 3

> Cc1ccc(S(=O)(=O)CCN2CCC(O)(c3ccccc3)CC2)cc1
  A: -3; B: 4; C: 6; D: -1; E: -2; F: -5; G: 19; H: -2

> CC(=O)Nc1ccc(S(=O)(=O)NCCC(=O)OCC(=O)c2ccc(F)c(F)c2)cc1
  A: -3; B: -10; C: -3; D: -4; E: -2; F: -6; G: 6; H: 2

> O=S(=O)(c1ccc(OCC(O)CN2CCN(c3ccccc3)CC2)cc1)N1CCOCC1 (stereo unspecified)
  A: -25; B: -8; C: -11; D: -6; E: -3; F: -9; G: 6; H: 2

> Cc1cc(C(=O)Nc2ccc(C(=O)O)cc2)c(-c2ccccc2)o1
  A: -11; B: -4; C: -8; D: -1; E: -6; F: -2; G: 2; H: 1

> O=C(O)CC12CC3CC(C1)CC(n1ncc(NCc4ccc(F)cc4Cl)c(Cl)c1=O)(C3)C2
  A: -5; B: -12; C: 15; D: -8; E: -7; F: -17; G: 6; H: -2

Only SENP8 block-2 and UBC13 inh, for three of the compounds above:
Compound	SENP8 block-2	UBC13 inh
Cc1ccc(S(=O)(=O)CCN2CCC(O)(c3ccccc3)CC2)cc1	19	-5
CC(=O)Nc1ccc(S(=O)(=O)NCCC(=O)OCC(=O)c2ccc(F)c(F)c2)cc1	6	-6
O=S(=O)(c1ccc(OCC(O)CN2CCN(c3ccccc3)CC2)cc1)N1CCOCC1 (stereo unspecified)	6	-9
